Coupling enz = inhibits coupling enzyme system, counter-screen for aldolase hits | coupling enzyme system counterscreen, AmpLite Red fluorescence | activity change, negative = inhibition, % at 58.2 µM, hits read low | 290,000 compounds, 0.67% hits | AID 2472; in the data active = activity change below about -30%
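First, compound is pin-transferred into glyceraldehyde-3-phosphate coupling-enzyme reagent at 57.5 uM final and held 10 min at RT. Next, substrate, coupling system and AmpLite Red are added. After 20 min RT, fluorescence (525/598 nm) is read.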
B2AR arrestin = agonists driving beta-arrestin recruitment to human beta2-adrenergic receptor | P07550 | beta-arrestin recruitment to beta2AR, cell-based reporter | Potency, µM (titrated, usually from 46.1 µM), for the others: top-dose activation, hits mostly activators | 330,000 compounds, 0.02% hits | AID 492947;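 also: potency is read from the fitted curve at half-maximal effect; 0% = DMSO controls and full agonism = EC100 isoproterenol or metaproterenol; nearly all actives have a fitted effect of over 65% in size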
Chronic BCR inh = inhibitors of chronic active B-cell receptor signaling | 340,000 compounds, 0.05% hits | AID 493014 | Potency, µM (titrated, usually from 46.1 µM), for the others: at the top dose ratio change, negative = lower green/red ratio, usual class: inhibitors | ABC-DLBCL IkBa-CBG/CBR reporter, luminescence ratio, 4 h; active = well fitted inhibition curve with a large enough effect in the signal ratio, with a control signal flat, not every such curve was filed as active; inconclusive = small, poorly fitted or top-dose-only effect, or effect the other way, or a change in a side signal; the % refers to the signal ratio;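 also: potency is read from the fitted curve at half-maximal effect; plate controls were basal doxycycline-induced cells for no effect and cells given 10 µM MG132 for full effect; MG132 reads +100%, hits lower the ratio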
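Concentration-response series (up to 46 uM) were applied to TMD8 dual-reporter cells for 4 h at 37C with doxycycline. Green/red ratio, after filter-overlap correction, defined %Activity; red signal alone was normalised to basal cells and zero luminescence.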
uPA surface inh = inhibitors of cell surface uPA generation; 330,000 compounds, 0.31% hits; Potency, µM (doses to about 38.3 µM), for the others: at the top dose activity change, negative = inhibition, most hits filed as inhibitors; AID 540303; cell surface uPA generation assay, qHTS; active = well fitted inhibition curve with a large enough effect; inconclusive = small, poorly fitted or top-dose-only effect; inactive = no such curve, though single readings can be large or run the other way; tested in mouse RAW 264.7 cells; also: potency is read from the fitted curve at half-maximal effect; nearly all actives have a fitted effect of over 55% in size
GALK inh = galactokinase (human) inhibition; P51570; 270,000 compounds, 0.007% hits; Potency, µM (series often up to 57.5 µM), for inactives: at the highest dose activity change, negative = inhibition, actives largely listed as inhibitors; AID 1868; Purified GALK, Kinase-Glo residual ATP luminescence; also: potency is read from the fitted curve at half-maximal effect
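Galactose (100 uM) and ATP (35 uM) were turned over by 5 nM GALK for 1 h at RT. Kinase-Glo Plus then converted the remaining ATP into a luminescent signal.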
Eya2 phos inh = Eya2 (human) phosphatase inhibition; O00167; recombinant Eya2, OMFP fluorescence dephosphorylation (OMFP is methylfluorescein phosphate); Potency, µM (titrated, usually from 76.9 µM), without a hit: top-dose activity, negative = inhibition, actives largely listed as inhibitors; 330,000 compounds, 0.006% hits; AID 488837; also: potency is read from the fitted curve at half-maximal effect
Target sequence (O00167 whole entry, looked up): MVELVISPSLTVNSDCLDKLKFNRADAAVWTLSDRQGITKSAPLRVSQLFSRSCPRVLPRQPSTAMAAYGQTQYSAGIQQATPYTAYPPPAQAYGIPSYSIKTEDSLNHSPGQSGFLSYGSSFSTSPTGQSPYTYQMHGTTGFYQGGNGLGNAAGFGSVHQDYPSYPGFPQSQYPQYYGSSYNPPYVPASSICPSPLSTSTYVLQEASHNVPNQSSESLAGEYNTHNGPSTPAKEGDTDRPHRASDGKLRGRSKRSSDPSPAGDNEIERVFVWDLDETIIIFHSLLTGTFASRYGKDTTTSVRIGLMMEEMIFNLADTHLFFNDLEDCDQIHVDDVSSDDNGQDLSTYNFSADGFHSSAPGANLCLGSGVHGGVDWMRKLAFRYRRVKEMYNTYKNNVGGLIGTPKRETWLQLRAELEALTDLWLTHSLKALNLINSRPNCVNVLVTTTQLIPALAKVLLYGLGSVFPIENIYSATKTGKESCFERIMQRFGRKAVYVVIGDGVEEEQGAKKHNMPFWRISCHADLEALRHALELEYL
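Eya2 (0.2 uM) preincubated 10 min at ambient with compound, then OMFP substrate added at 50 uM; 10 min reaction in 50 mM HEPES pH 7.5, 50 mM NaCl, 5 uM MgCl2, 0.05% BSA, 1 mM DTT. Fluorescence read at Ex 485/Em 525 nm.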
Giardia kill = kills Giardia lamblia | Giardia lamblia trophozoite viability | activity change, % at 7.66 µM, hits read low | 340,000 compounds, 0.15% hits; in the data active = activity change below about -80%; inconclusive = between about -30% and that limit;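 also: parasites exposed to compound for two days anaerobically before the ATP read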
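Viability, read as ATP luminescence: trophozoites at 100 cells/well, compound added, 48 hrs anaerobic at 37 deg C, then 15-30 min room-temperature development before reading.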
hERG WT inh = inhibitors of human wildtype KCNH2 potassium channel | activity change, % at 1.84 µM | Q12809 | 340,000 compounds, 0.37% hits | U2OS, BacMam KCNH2, thallium flux FluxOr; hits give low values;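 active = maximum activity change below -70%; inconclusive = maximum activity change between -70% and -50%; inactive = maximum activity change above -50%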
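U2OS cells were transduced with wild-type KCNH2 virus (2.03 x 10^8 / mL) for 4 h at room temperature, then cultured overnight at 37 C. Thallium flux was read with FluxOr dye. Rate constants were normalized to DMSO controls.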
KCNH2 3.1 block = inhibitors of human KCNH2 3.1 potassium channel isoform; activity change, % (tested at about 1.8 µM); U2OS KCNH2 3.1, thallium flux FluxOr; hits give low values; 340,000 compounds, 0.95% hits; AID 720553;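 active = maximum activity change below -70%; inconclusive = maximum activity change from -70% to -50%; inactive = maximum activity change above -50%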;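 also: thallium influx rate constant from kinetic fluorescence after stimulation buffer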
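Channel expression came from 3.1 mutant virus (1.77 x 10^8 /mL) applied to suspended U2OS cells for 4 h. Flux was tracked with FluxOr dye plus Red40 quencher, and kinetic rate constants normalized to controls.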
PKM2 act = activators of human pyruvate kinase M2 | AID 1631 | 260,000 compounds, 0.34% hits | Potency, µM (top dose mostly 57.5 µM), for inactives: at the top dose activation, actives largely listed as activators | purified PKM2, Kinase-Glo ATP luminescence, activation; response scale: 0% is enzyme alone, no compound | P14618; also: potency is read from the fitted curve at half-maximal effect; nearly all actives have a fitted effect of over 55% in size
Target sequence (P14618 whole entry, looked up): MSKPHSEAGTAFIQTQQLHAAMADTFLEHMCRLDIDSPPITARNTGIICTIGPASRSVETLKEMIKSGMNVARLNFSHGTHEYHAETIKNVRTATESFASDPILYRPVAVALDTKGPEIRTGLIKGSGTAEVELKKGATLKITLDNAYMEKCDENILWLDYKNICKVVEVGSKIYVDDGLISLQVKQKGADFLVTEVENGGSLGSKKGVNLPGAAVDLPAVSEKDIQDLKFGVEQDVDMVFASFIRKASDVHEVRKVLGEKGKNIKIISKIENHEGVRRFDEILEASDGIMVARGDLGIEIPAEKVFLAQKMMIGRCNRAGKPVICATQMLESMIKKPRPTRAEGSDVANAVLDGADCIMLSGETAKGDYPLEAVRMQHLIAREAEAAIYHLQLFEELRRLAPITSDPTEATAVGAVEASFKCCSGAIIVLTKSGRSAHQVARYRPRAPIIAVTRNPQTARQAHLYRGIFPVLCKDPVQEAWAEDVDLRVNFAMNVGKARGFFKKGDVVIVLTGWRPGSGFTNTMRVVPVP
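Purified hPK-M2 (>95%) run at intermediate activity with 0.1 mM ADP and 0.5 mM PEP in 50 mM imidazole pH 7.2, KCl, MgCl2; 1 h room temperature. ATP formed read by Kinase-Glo luminescence; normalized to uninhibited and no-enzyme controls.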
USP2a inh = blocks human ubiquitin-specific protease USP2a | O75604 | USP2 core, Ub-CHOP2 coupled fluorogenic reporter, 485/531 | Potency, µM (titrated, usually from 38.3 µM), for the others: top-dose activity change, negative = inhibition, most hits filed as inhibitors | 330,000 compounds, 0.01% hits | AID 463254;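 also: potency is read from the fitted curve at half-maximal effect; plate controls were DMSO wells for no effect and full inhibition by NEM control for full effect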
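Cell-free coupled assay: 10nM USP2 core preincubated 30min RT with compound in Tris-HCl pH 8.0/CaCl2/CHAPS buffer, then 25nM Ub-CHOP2 and 25nM reporter substrate; fluorescence (Ex 485/Em 531) read after 60min RT, normalized to NEM inhibition, concentration-response curves fitted.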
An asterisk follows results filed as active; i = inactive; ? = inconclusive; . = not tested or not shown; [ ] = remark or other dose. Unless noted, calls follow the shape of the dose curve; as a rule, active = well fitted curve in the direction sought with a large enough effect; inconclusive = small, poorly fitted or top-dose-only effect, or another doubt; inactive = no such curve, though single readings can be large; an effect the other way counts as inactive or inconclusive. Unless noted, % is scaled to controls: 0 for no effect and ±100 for the full control effect.

SMILES	Coupling enz	B2AR arrestin	Chronic BCR inh	uPA surface inh	GALK inh	Eya2 phos inh	Giardia kill	hERG WT inh	KCNH2 3.1 block	PKM2 act	USP2a inh
CC1CN(C(=O)CN2C(=O)NC3(CCCCCC3)C2=O)CC(C)O1 (stereo unspecified)	0	-0.6%	-14%	-1%	0%	-6%	10	0	-90*	-4%	0%
O=c1cc(CO)oc(C(Nc2ccccn2)c2ccccc2Cl)c1O (stereo unspecified)	1	-0.2%	26%	-3%	0%	11%	-8	0	-5	19%	3%
CC(C)COc1ccc(C(=O)NC(=S)Nc2ccc(CN3CCOCC3)cc2)cc1	-2	-1.0%	0%	3%	.	4%	25	4	-11	0%	2%
CCCCCNC(=O)c1c[nH]c2ccc(S(=O)(=O)N3CCC4(CC3)OCCO4)cc2c1=O	0	-0.5%	-1%	3%	.	10%	37[activator]	-10	-5	0%	1%
CC(C)(C)n1nc2c(c1NC(=O)c1ccc(S(=O)(=O)N3CCCCC3)cc1)CS(=O)C2 (stereo unspecified)	5	-0.6%	5%	1%	-1%	8%	5	-9	.	-3%	1%
CC(C)(C)C(=O)Nc1nc(-c2ccccc2)ns1	-10	-0.2%	?	.	3%	-3%	-10	2	21	-2%	-2%
CC(=O)CCN1C(=O)NC2(CCCc3ccccc32)C1=O (stereo unspecified)	-1	-1.0%	0%	2%	-3%	-4%	-6	1	3	-1%	1%
COc1ccccc1NC(=O)NCc1ccccc1F	1	-0.5%	13%	-20%	-2%	2%	-7	2	-13	-2%	0%
COc1ccccc1CC(=O)NCCc1ccccc1	-2	0.3%	5%	15%	0%	1%	3	5	3	-3%	3%
Cc1nc2c(C)cccn2c1/C(O)=C1\C(=O)C(=O)N(CCN(C)C)C1c1ccncc1 (stereo unspecified)	1	-0.3%	-2%	-4%	-4%	-7%	10	-11	17	1%	4%
CCOC(=O)c1c2c3c(cccc3n(C)c1=O)C(=O)c1ccccc1-2	9	-0.2%	6%	-9%	3%	-12%	-5	1	-1	2%	2%
CN1CCC(N(C)S(=O)(=O)c2ccc(NC(=O)COc3ccc(F)cc3Cl)cc2)CC1	.	-0.5%	-3%	?	-7%	-1%	-28	-9	-13	-1%	-1%
COc1ccc(C2c3ccc(O)cc3Oc3ncn(CCCO)c(=N)c32)cc1 (stereo unspecified)	2	0.1%	?	-27%	-1%	8%	-20	-6	3	-1%	0%
COCCNC(=O)COc1ccc(C)c(C)c1	0	.	.	-9%	1%	.	-16	-16	-12	-11%	.
CCCSc1nnc2n(N)c(=O)c3ccccc3n12	1	3.7%	-3%	1%	-1%	7%	5	6	-24	1%	1%
CC(=O)c1cccc(N(CC(=O)NC2CCCC2)C(=O)CNC(=O)c2cccs2)c1	2	-0.5%	-1%	-7%	0%	11%	7	-4	-6	-2%	-2%
CC(NS(=O)(=O)c1ccc(F)cc1)C(=O)NCc1ccncc1 (stereo unspecified)	-1	0.1%	5%	6%	2%	-3%	-11	2	-26	-4%	1%
C=CCNC(=O)CC(=O)N/N=C/c1ccc(F)cc1	-3	-0.6%	0%	2%	.	6%	-9	-13	8	2%	1%
Clc1ccc(-c2noc(CCCOc3ccccc3)n2)cc1	0	-0.4%	-6%	.	-3%	2%	-9	0	7	1%	0%
O=C(CN1C(=O)c2ccccc2C1=O)Nc1ccc(S(=O)(=O)NCC2CCCO2)cc1 (stereo unspecified)	1	-0.2%	-1%	3%	3%	29%	1	2	-2	-2%	2%
CCOC(=O)c1ccc(NC(=O)N2CCN(S(C)(=O)=O)CC2)cc1	1	-0.4%	?	2%	0%	10%	-8	-16	-4	3%	-1%
NC(=O)C1CCN(C(=O)c2ccc(NS(=O)(=O)c3ccc(Br)s3)cc2)CC1	.	-0.2%	0%	5%	.	-22%	-9	7	14	.	0%
CCOc1cc(/C=C2\SC(=O)N=C2N)ccc1O	0	-0.6%	?	-3%	-3%	-1%	1	-2	3	?	4%
Cc1cc(NS(=O)(=O)c2ccc(NC(=O)CCCOc3ccccc3)cc2)no1	8	-0.9%	-2%	-7%	1%	4%	10	3	-9	0%	-3%
CN1C(=S)SC2CS(=O)(=O)CC21C (stereo unspecified)	-1	-0.5%	-8%	4%	-2%	17%	10	-6	-3	-2%	0%

3 compounds out of the list above, sorted by their value in uPA surface inh, smallest number first:
structure,B2AR arrestin,uPA surface inh,GALK inh,Eya2 phos inh
Cc1cc(NS(=O)(=O)c2ccc(NC(=O)CCCOc3ccccc3)cc2)no1,-0.9%,-7%,1%,4%
CC(C)(C)n1nc2c(c1NC(=O)c1ccc(S(=O)(=O)N3CCCCC3)cc1)CS(=O)C2 (stereo unspecified),-0.6%,1%,-1%,8%
COc1ccccc1CC(=O)NCCc1ccccc1,0.3%,15%,0%,1%

Remaining list, next part:
SMILES	Coupling enz	B2AR arrestin	Chronic BCR inh	uPA surface inh	GALK inh	Eya2 phos inh	Giardia kill	hERG WT inh	KCNH2 3.1 block	PKM2 act	USP2a inh
COc1ccc(C(=O)Nc2nc3ccc4nc(C)sc4c3s2)cc1	5	-0.3%	?	20%	-4%	-24%	-8	12	-94*	-4%	-4%
COc1ccc(/C=C2\N=C(c3ccc(C)cc3)OC2=O)cc1	0	-0.5%	-1%	0%	-5%	-24%	6	-4	6	3%	1%
O=C(c1cccc(S(=O)(=O)N2CCCCCC2)c1)N1CCN(c2ccccc2)CC1	6	0.1%	1%	7%	-1%	0%	10	-8	-2	0%	2%
Cc1cccc(N(CC(=O)N/N=C/c2ccc(OCC(=O)NCc3ccco3)cc2)S(C)(=O)=O)c1C	6	0.5%	13%	9%	1%	21%	24	-15	-4	-4%	3%
CC(C)CC(CO)N1CCN(C(=O)c2ccc(Cl)cc2Cl)CCC1=O (stereo unspecified)	4	-1.5%	2%	1%	.	7%	-23	2	-3	-3%	7%
CC1=NOC(=O)/C1=C/c1ccc(N(C)C)cc1	0	-0.2%	-1%	.	1%	-1%	8	-10	19	-16%	3%
Cc1cccc(-c2noc(CCC(=O)Nc3ccccc3)n2)c1	4	-0.1%	?	1%	0%	-3%	-11	5	-7	-1%	-9%
CCN(CC)C(=O)CSc1nnc(-c2ccc(S(=O)(=O)NCc3ccccc3Cl)cc2)o1	0	-0.3%	-1%	.	9%	-4%	-5	-2	12	1%	-3%
O=C(COC(=O)Cc1c(Cl)cccc1Cl)NC1CCCC1	.	0.2%	-9%	-2%	.	1%	9	-5	7	.	0%
CCCOc1ccc(C2CC(=O)Nc3cc(OC)c(OC)cc32)cc1 (stereo unspecified)	-2	4.5%	-25%	-4%	-1%	-8%	-11	10	-14	1%[11.5 µM]	2%
COc1ccccc1NC(=O)c1ccc2snnc2c1	-2	5.1%	-1%	-3%	1%	5%	28	i	-6	0%	1%
COc1ccc(NC(=O)CN2C(=O)CSC2=O)cc1	-1	-0.1%	-4%	.	5%	1%	-20	0	6	-5%	0%
O=P(O)(O)c1ccccc1OCCOCCOc1ccccc1P(=O)(O)O	5	-0.1%	5%	2%	2%	-10%	1	10	7	-25%	1%
COC(=O)c1sccc1S(=O)(=O)N1CCCC(N(C)CCc2ccccn2)C1 (stereo unspecified)	.	-0.4%	-5%	-2%	7%	?	22	8	7	-4%	-2%
Clc1ccc(OCc2nc(-c3ccncc3)no2)c(Cl)c1	1	-0.2%	7%	4%	0%	9%	-9	-3	-1	4%	-2%
Cc1nc(-c2cnn(-c3ccccc3)c2)c2cc(C)oc2n1	-1	0.4%	?	1%	-4%	-29%	3	-1	-2	-5%	1%
C/C=C/C=C/[C@H]1Cc2cc(O)cc(O)c2O1	0	-1.1%	-1%	.	3%	13%	.	.	.	-3%	1%
Cc1ccc(CO/N=C\Cc2snc(Sc3ncc(C(F)(F)F)cc3Cl)c2C#N)cc1	-5	0.0%	23%	-1%	1%	3%	5	0	18	-6%	2%
COC(=O)c1ccc(C(=O)N2CCCC(N3CCN(c4ccc(F)cc4)CC3)C2)nc1 (stereo unspecified)	0	-0.4%	-1%	-7%	-4%	6%	-15	2	-19	1%	1%
CCN(CCn1cccn1)Cc1nc(Cc2cccc(F)c2)no1	5	-0.9%	-1%	3%	1%	-12%	-10	-7	16	-2%	0%
Cc1ccccc1-c1cc(C(=O)NCc2ccc3c(c2)OCO3)nn1CC1CC(c2cccc([N+](=O)[O-])c2)=NO1 (stereo unspecified)	.	-0.9%	3%	15%	.	3%	1	-6	-5	.	2%
O=c1[nH]n(-c2cccc3cccnc23)c(=O)c2ccccc12	1	-0.1%	-10%	-5%	1%	16%	-9	-1	-25	-7%	1%
CCCCNC(=O)COCc1cc(-c2ccc3c(c2)OCO3)on1	0	-0.8%	0%	0%	-1%	15%	-22	-3	9	.	6%
CC(C)C(O)(C(=O)NNc1ccccc1)C(C)C	0	0.1%	3%	1%	-2%	-26%	0	-7	-7	-1%	6%
